# Screening data (PubChem BioAssay)
# FLuc counter = qHTS profiling assay for firefly luciferase inhibitor/activator using purifed enzyme and Km concentrations of substrates (counterscreen for miR-21 project). Luciferin 4-monooxygenase (Photinus pyralis), P08659. purified FLuc, Km substrates, luminescence inhibition. Potency, µM (titrated, usually from 57.5 µM), inactives show at the top dose activity change, negative = inhibition, actives largely listed as inhibitors. 6.9% of 360,000 active;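 further: plate controls were vehicle for no effect and reference inhibitor for full effect; nearly all actives have a fitted effect of over 55% in size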
# Target sequence (P08659 whole entry, looked up): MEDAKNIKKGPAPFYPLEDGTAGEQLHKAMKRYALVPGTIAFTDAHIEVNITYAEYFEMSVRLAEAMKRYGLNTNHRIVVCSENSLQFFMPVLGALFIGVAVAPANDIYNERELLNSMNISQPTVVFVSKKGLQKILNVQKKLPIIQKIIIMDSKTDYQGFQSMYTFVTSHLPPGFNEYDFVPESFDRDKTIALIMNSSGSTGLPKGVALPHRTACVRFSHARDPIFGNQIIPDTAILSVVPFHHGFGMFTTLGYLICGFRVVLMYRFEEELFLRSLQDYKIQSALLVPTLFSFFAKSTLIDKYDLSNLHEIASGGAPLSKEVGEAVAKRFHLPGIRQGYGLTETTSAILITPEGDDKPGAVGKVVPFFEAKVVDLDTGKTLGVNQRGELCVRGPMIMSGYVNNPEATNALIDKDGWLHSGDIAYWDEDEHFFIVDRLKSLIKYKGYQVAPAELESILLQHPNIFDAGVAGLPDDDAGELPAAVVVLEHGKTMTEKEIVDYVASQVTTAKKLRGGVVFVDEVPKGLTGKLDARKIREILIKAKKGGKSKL
#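 Purified P. pyralis luciferase (10nM final) with 10uM D-luciferin and 10uM ATP (Km levels) in 50mM Tris acetate pH 7.5, 10mM Mg acetate, 0.01% Tween-20, 0.05% BSA; qHTS 6-point titration, ~60 µM downward; luminescence read.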
# NPC1 promoter act = qHTS Assay for NPC1 Promoter Activators. Huh7 NPC1 promoter luciferase reporter, 24 h. Potency, µM (highest dose often 9.22 µM), without a hit: at the top dose activation, actives largely listed as activators. 2.4% of 320,000 active. AID 485313, 2010;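 further: % of control where 0% means no effect; nearly all actives have a fitted effect of over 60% in size; reporter is driven by a mutant NPC1 promoter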
#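 NPC1 promoter–luciferase Huh7 cells; 24 h compound; luminescence.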
# uPA generation = qHTS for Inhibitors of Cell Surface uPA Generation; Potency, µM (series often up to 38.3 µM), for inactives: at the highest dose activity change, negative = inhibition, actives largely listed as inhibitors; cell surface uPA generation assay, qHTS; 0.31% of 330,000 active; active means well fitted inhibition curve with a large enough effect; inconclusive means small, poorly fitted or top-dose-only effect; inactive means no such curve, though single readings can be large or run the other way; tested in mouse RAW 264.7 cells; further: on the % scale 0 is the no-effect control and ±100 the full control effect; nearly all actives have a fitted effect of over 55% in size
# Rab9 promoter act = qHTS Assay for Rab9 Promoter Activators | Huh7 Rab9 promoter-luciferase reporter, luminescence, 24 h | Potency, µM (top dose mostly 9.22 µM), for the others: at the top dose activation, negative = inhibition, hits mostly activators | 2.8% of 320,000 active; further: % of control where 0% means no effect; nearly all actives have a fitted effect of over 60% in size
#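 Using Huh7 cells stably transfected with Rab9 promoter–luciferase, compounds were incubated 24 h at 37 °C, 5% CO2; luciferase luminescence was read 10 min after reagent addition.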
# BRCA1 expr act = qHTS Assay to Identify Small Molecule Activators of BRCA1 Expression. 1.1% of 380,000 active. MCF7-BRCA1-FFLuc reporter, luminescence, 48 h; response scale: scaled: vehicle 0%, 10 µM genistein 100%. AID 624202, 2012. Potency, µM (series often up to 46.1 µM), inactives show at the top dose activation, most hits filed as activators; further: nearly all actives have a fitted effect of over 80% in size; some results filed as inactive show a strong effect at the top dose
#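 MCF7-BRCA1-FFLuc cells, 2000/well in phenol-red-free MEM, attached 2 h then treated 48 h at 37 C. Luciferase luminescence read 15 min after reagent; normalized to genistein maximum activation (10microM) and DMSO, concentration-response fitted.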
# MBNL1-CUG inh = qHTS Assay for Inhibitors of MBNL1-poly(CUG) RNA binding; Muscleblind-like protein 1 (Homo sapiens), Q9NR56; TR-FRET MBNL1-His/biotin-(CUG)12 binding, 665/545 ratio; Potency, µM (doses to about 57.5 µM), without a hit: at the top dose activity change, negative = inhibition, hits mostly inhibitors; 0.036% of 280,000 active; AID 2675, 2010; active means well fitted inhibition curve with a large enough effect in the signal ratio, with a control signal flat, not every such curve was filed as active; inconclusive means small, poorly fitted or top-dose-only effect, or effect the other way, or a change in a side signal; inactive means no such curve, though single readings can be large or run the other way; the % refers to the signal ratio; further: on the % scale 0 is the no-effect control and ±100 the full control effect
#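 MBNL1-His + Biotin-(CUG)12, cpd titration 92 nM–58 uM; Tb anti-His Ab 0.055 ng/ul, SA-XL665 5 nM (final); 60 min RT; ratiometric 665/545 nm, Ex 340 nm; normalized to buffer and full-complex controls.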
# p53 reactivation = qHTS assay for re-activators of p53 using a Luc reporter; Potency, µM (doses to about 92.2 µM), inactives show top-dose activity change, positive = activation, hits mostly activators; H1299 p53-A138V BP100-luciferase reporter, luminescence, 24 h; AID 504706, 2011; 0.063% of 320,000 active; further: % of control where 0% means no effect; nearly all actives have a fitted effect of over 45% in size
#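 H1299 (p53-null), stable ts p53-A138V + BP100-Luc; 1000 cells/well, Opti-MEM/10% FBS; cpd 4 pt, 1:5; 24 h, 37 deg C, 5% CO2; detection reagent 10 min RT; luminescence.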
# ELG1 genotox = qHTS screen for small molecules that induce genotoxicity in human embryonic kidney (HEK293T) cells expressing luciferase-tagged ELG1; Potency, µM (titrated, usually from 46 µM), without a hit: at the highest dose activity change, positive = activation, actives largely listed as activators; HEK293T ELG1-luciferase reporter, luminescence, 16 h; 1.3% of 330,000 active; further: % of control where 0% means no effect; nearly all actives have a fitted effect of over 60% in size
#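 16 hr compound incubation (37 °C, 5% CO2) of HEK293T cells carrying luciferase-tagged ELG1; luciferase then measured by ONE-Glo luminescence after 30 min at RT.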
# RORg inh = qHTS for inhibitors of ROR gamma transcriptional activity; Nuclear receptor ROR-gamma (Mus musculus), P51450; Drosophila S2 Gal4-RORgamma UAS-luciferase reporter, 20 h; Potency, µM (highest dose often 53.6 µM), inactives show top-dose activity change, negative = inhibition, most hits filed as inhibitors; 5.4% of 310,000 active; AID 2551, 2010; further: on the % scale 0 is the no-effect control and ±100 the full control effect; nearly all actives have a fitted effect of over 60% in size
# Target sequence (P51450 whole entry, looked up, the tested form may be a part): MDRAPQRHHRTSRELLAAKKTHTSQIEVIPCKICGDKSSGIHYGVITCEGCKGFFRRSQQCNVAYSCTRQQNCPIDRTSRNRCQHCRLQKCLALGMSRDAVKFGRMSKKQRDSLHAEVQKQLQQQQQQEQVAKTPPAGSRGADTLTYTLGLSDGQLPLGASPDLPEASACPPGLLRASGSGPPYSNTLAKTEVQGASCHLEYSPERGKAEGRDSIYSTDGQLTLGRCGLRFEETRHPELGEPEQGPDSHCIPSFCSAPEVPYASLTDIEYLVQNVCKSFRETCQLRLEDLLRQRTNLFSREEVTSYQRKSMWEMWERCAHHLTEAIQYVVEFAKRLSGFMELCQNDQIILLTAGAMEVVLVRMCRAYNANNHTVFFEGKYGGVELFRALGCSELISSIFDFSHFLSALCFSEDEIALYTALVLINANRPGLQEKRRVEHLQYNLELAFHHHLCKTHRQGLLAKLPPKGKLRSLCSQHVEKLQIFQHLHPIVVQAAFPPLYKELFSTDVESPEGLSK
#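 Stably transfected Drosophila Schneider cells are the test system, with ROR gamma fused to Gal4 and luciferase under UAS control; luminescence is read after 20 hr of 700 uM copper sulfate induction at ambient temperature.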
# Gal4-VP16 FLuc = VP16 counterscreen qHTS for inhibitors of ROR gamma transcriptional activity. Drosophila S2 Gal4-VP16 UAS-luciferase, luminescence, 20 h. Potency, µM (series often up to 53.6 µM), without a hit: top-dose activity, negative = inhibition, most hits filed as inhibitors. 3.5% of 310,000 active;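 further: Gal4-VP16 expression switched on by copper sulfate through the metallothionein promoter; on the % scale 0 is the no-effect control and ±100 the full control effect; nearly all actives have a fitted effect of over 50% in size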
# * hit, by the source's call; ? = inconclusive; · = not tested or not shown. Unless noted, the call rests on the fitted dose curve; in most records, active means well fitted curve in the direction sought with a large enough effect; inconclusive means small, poorly fitted or top-dose-only effect, or another doubt; inactive means no such curve, though single readings can be large; an effect the other way counts as inactive or inconclusive. Potency means the concentration at half of the fitted maximal effect.
SMILES,FLuc counter,NPC1 promoter act,uPA generation,Rab9 promoter act,BRCA1 expr act,MBNL1-CUG inh,p53 reactivation,ELG1 genotox,RORg inh,Gal4-VP16 FLuc
O=C(COC(=O)c1cc[n+]([O-])cc1)Nc1ccc([N+](=O)[O-])cc1,-2%,-8%,-3%,-2%,0%,?,0%,-6%,7%,4%
Cn1c2ccc(F)cc2c2ncn(CCN3CCOCC3)c(=O)c21,-1%,-1%,2%,0%,0%,8%,3%,9%,-2%,-2%
C=CCn1cc(/C=C2\SC(N3CCOCC3)=NC2=O)c2ccccc21,?,16%,-8%,9%,-7%,?,2%,4%,-3%,3%
O=C1C2C3C=CC(CC3)C2C(=O)N1c1cccc(C(F)(F)F)c1 (stereo not given),0%,-2%,-3%,2%,11%,-8%,?,0%,-13%,3%
Cc1cc(C)n2ncc(C(=O)Nc3ccc(Cl)c(Cl)c3)c2n1,-3%,-1%,3%,27%,3%,3%,2%,7%,-8%,-1%
NS(=O)(=O)c1ccc(NC(=O)COC(=O)c2cc([N+](=O)[O-])ccc2Cl)cc1,-2%,2%,0%,3%,-7%,·,1%,-3%,3%,-1%
O=C(C1CCCN(Cc2ccccc2C(F)(F)F)C1)N1CCCCC1 (stereo not given),1%,1%,2%,-2%,-14%,3%,-1%,-1%,6%,-11%
CC1=CC(=O)C(C(C)C)=CC1=NC(=O)c1ccc(C)cc1,?,2%,12%,18%,30%,-6%,9%,6%,-14%,-9%
COc1ccc(C2=NC(CO)(CO)CO2)cc1,0%,-2%,4%,-13%,-6%,-8%,-3%,1%,2%,5%
COC(=O)C1=C(N)OC2=C(C(=O)CCC2)C1c1ccc2c(c1)OCO2 (stereo not given),0%,-3%,2%,-2%,-5%,6%,7%,1%,-17%,1%
Cc1nc2nc(C)c(CCC(=O)NCc3ccc4c(c3)OCO4)c(C)n2n1,0%,7%,·,0%,12%,-12%,10%,1%,-11%,-7%
CC1CC(C)(C)CC2(C1)NC(=O)N(CC(=O)NCCc1ccc3c(c1)OCCO3)C2=O (stereo not given),-4%,0%,2%,-14%,2%,-4%,0%,-6%,5%,0%
COc1ccc(CCNCCN2CCOCC2)cc1,-2%,1%,-3%,-10%,18%,-13%,·,2%,0%,1%
Cc1ccc(-n2c3c(cc(C(=O)N4CCN(C)CC4)c2=O)C(=O)CC(C)(C)C3)cc1,5%,-2%,-1%,6%,4%,4%,-5%,1%,14%,2%
CCC(C)N(C(=O)COc1ccc(NC(C)=O)cc1)C1CCS(=O)(=O)C1 (stereo not given),1%,-4%,-8%,0%,-1%,-4%,-2%,0%,-18%,1%
COC(=O)/C(=C/c1ccco1)NC(=O)c1ccccc1,2%,-1%,3%,-4%,15%,11%,-4%,1%,26%,0%
CC1(C)Cc2c(cnn2-c2ccccc2)C(=O)/C1=N\NC(=O)c1ccccc1O,?,-1%,1%,10%,-17%,?,3%,3%,28%,7%
COc1ccc(Nc2ccnc3ccccc23)cc1,-17%,12%,9%,13%,23%,?,?,-14%,7%,-5%
CS(=O)(=O)NCCSc1nnnn1-c1ccccc1,2%,-2%,-8%,-1%,26%,7%,12%,7%,15%,0%
CCN(CCCNC(=O)CSc1cc(=O)n(C)c2cc(Cl)ccc12)Cc1ccccc1,-1%,-3%,2%,12%,-1%,0%,1%,1%,7%,-16%

# An excerpt of these results, field by field:
Cc1cc(C)n2ncc(C(=O)Nc3ccc(Cl)c(Cl)c3)c2n1
  FLuc counter: -3%
  NPC1 promoter act: -1%
  uPA generation: 3%
  Rab9 promoter act: 27%
  BRCA1 expr act: 3%
  MBNL1-CUG inh: 3%
  p53 reactivation: 2%
  ELG1 genotox: 7%
  RORg inh: -8%
  Gal4-VP16 FLuc: -1%
NS(=O)(=O)c1ccc(NC(=O)COC(=O)c2cc([N+](=O)[O-])ccc2Cl)cc1
  FLuc counter: -2%
  NPC1 promoter act: 2%
  uPA generation: 0%
  Rab9 promoter act: 3%
  BRCA1 expr act: -7%
  MBNL1-CUG inh: ·
  p53 reactivation: 1%
  ELG1 genotox: -3%
  RORg inh: 3%
  Gal4-VP16 FLuc: -1%
O=C(C1CCCN(Cc2ccccc2C(F)(F)F)C1)N1CCCCC1 (stereo not given)
  FLuc counter: 1%
  NPC1 promoter act: 1%
  uPA generation: 2%
  Rab9 promoter act: -2%
  BRCA1 expr act: -14%
  MBNL1-CUG inh: 3%
  p53 reactivation: -1%
  ELG1 genotox: -1%
  RORg inh: 6%
  Gal4-VP16 FLuc: -11%

# Pulled by compound from the entries so far, two records:
SMILES,FLuc counter,NPC1 promoter act,uPA generation,Rab9 promoter act,BRCA1 expr act,MBNL1-CUG inh,p53 reactivation,ELG1 genotox,RORg inh,Gal4-VP16 FLuc
COc1ccc(Nc2ccnc3ccccc23)cc1,-17%,12%,9%,13%,23%,?,?,-14%,7%,-5%
NS(=O)(=O)c1ccc(NC(=O)COC(=O)c2cc([N+](=O)[O-])ccc2Cl)cc1,-2%,2%,0%,3%,-7%,·,1%,-3%,3%,-1%

# The results go on:
SMILES,FLuc counter,NPC1 promoter act,uPA generation,Rab9 promoter act,BRCA1 expr act,MBNL1-CUG inh,p53 reactivation,ELG1 genotox,RORg inh,Gal4-VP16 FLuc
O=C1CSC(c2cccc(F)c2)N1c1ccccc1 (stereo not given),-2%,2%,10%,5%,-10%,-10%,2%,0%,40%,-4%
COc1cc(C(=O)NCC(=O)Nc2c(C)cccc2C)ccc1OCC(=O)N1CCOCC1,·,·,2%,·,-6%,·,-3%,0%,·,·
Cc1cc(C)nc(NC(=O)/C=C/c2cccs2)c1,13µM*,?,-25%,3.5µM*,76%,?,?,?,-2%,13%
CCOc1ncccc1C(=O)N1CCN(S(=O)(=O)c2ccc(Br)cc2Cl)CC1,-1%,0%,-2%,-9%,-11%,-3%,0%,-9%,1%,-3%
COc1ccc(-c2ncc3ccccn23)cc1OC,?,27%,-8%,?,72%,?,?,?,-20%,-4%
Cc1nc(Sc2nnnn2-c2ccccc2)c(C#N)c(C)c1C,1%,-3%,-10%,5%,-3%,9%,1%,0%,-16%,-2%
COCc1ccc(C(=O)N2CCCC(N3CCN(c4ccc(F)cc4)CC3)C2)o1 (stereo not given),4%,2%,0%,-6%,-10%,-8%,1%,-16%,13%,-1%
N#CC(C(=O)c1ccccc1)=C1SCCS1,?,24%,14%,5%,?,?,5%,15%,?,-9%
Fc1ccccc1N1CCN(Cc2cc(-c3ccccc3)on2)CC1,2%,-6%,-1%,2%,12%,11%,3%,-5%,-35%,-7%
CCn1c(NC(C)=O)c(-c2ccccc2Cl)c(=O)c2ccccc21,2%,-1%,3%,4%,-2%,-3%,2%,1%,6%,-4%
COC(=O)c1cccc(NC(=S)N2CCCCC2)c1,-2%,0%,2%,-3%,5%,-1%,0%,4%,18%,-22%
O=C(CN1CCN(c2ccccc2)CC1)N1CCc2ccccc21,-5%,-5%,-1%,-6%,14%,-4%,1%,2%,11%,20%
Cc1ccc(-n2c3c(cc(C(=O)O)c2=O)C(=O)CC(C)(C)C3)cc1,13%,-6%,12%,-12%,-4%,3%,7%,2%,1%,-11%
CCCCC(=O)Nc1cnc(NC(=O)c2cccs2)cc1C,19µM*,3.2µM*,-26%,2µM*,111%,-7%,·,?,-36%,-17%
C[C@@H]1CCC(=O)N(C[C@@H](C)CC#N)CC1,0%,1%,13%,-1%,2%,28%,·,1%,-1%,-3%
O=S(=O)(NCCN1CCN(S(=O)(=O)c2ccccc2F)CC1)c1ccccc1F,·,·,1%,·,1%,·,-2%,-2%,·,·
O=C(Nc1ccccc1)Nc1nnc(Cc2ccccc2F)s1,5%,2%,12%,16%,13%,2%,?,8%,17%,2%
Cc1ccc(NC(=O)C2=CC(c3ccc(C)cc3)=NS(=O)(=O)N2C)cc1,-3%,0%,0%,-2%,-39%,?,·,9%,?,-20%
O=C(COC(=O)COc1cccc(F)c1)Nc1nc2ccccc2s1,·,·,10%,·,30%,·,3%,3%,·,·
Cc1cccc(NC(=S)NCCC(C)C)c1,-3%,-18%,1%,8%,18%,?,9%,-1%,-10%,?
